# Bioassay records deposited in PubChem BioAssay by several laboratories.
# DAGLB inhibitor – diacylglycerol lipase beta (human) inhibition; Q8NCG7; HEK293T DAGLB membrane lysate, EnzChek fluorogenic substrate; inhibition, % at 5.17 µM; 340,000 compounds, 0.059% hits; AID 504411; in the data active = inhibition above about 34%;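 note: 0% = enzyme with vehicle and 100% = wells lacking enzyme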
# Target sequence (Q8NCG7 whole entry, looked up): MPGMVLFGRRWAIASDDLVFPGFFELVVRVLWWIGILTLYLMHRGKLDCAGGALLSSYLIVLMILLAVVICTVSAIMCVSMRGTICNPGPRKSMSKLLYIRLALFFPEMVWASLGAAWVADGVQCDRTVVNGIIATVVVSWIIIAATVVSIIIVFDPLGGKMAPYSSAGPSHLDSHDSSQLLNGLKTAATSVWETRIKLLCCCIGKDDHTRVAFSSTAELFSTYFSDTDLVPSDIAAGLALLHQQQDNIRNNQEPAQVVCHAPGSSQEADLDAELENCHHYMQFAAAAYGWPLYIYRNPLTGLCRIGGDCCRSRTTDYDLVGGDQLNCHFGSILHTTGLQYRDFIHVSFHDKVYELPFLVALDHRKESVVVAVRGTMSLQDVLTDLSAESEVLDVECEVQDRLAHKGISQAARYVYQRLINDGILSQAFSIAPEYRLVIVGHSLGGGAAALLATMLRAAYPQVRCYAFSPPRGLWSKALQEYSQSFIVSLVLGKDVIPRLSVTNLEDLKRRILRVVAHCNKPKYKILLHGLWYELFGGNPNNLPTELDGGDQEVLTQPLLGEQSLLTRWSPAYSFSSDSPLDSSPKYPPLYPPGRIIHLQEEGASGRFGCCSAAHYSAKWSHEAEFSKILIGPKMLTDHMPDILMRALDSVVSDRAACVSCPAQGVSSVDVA
# Tat export inh – inhibitors of E. coli Tat protein transport. 340,000 compounds, 0.036% hits. E. coli MC4100 TorA-mCherry Tat export, fluorescence. AID 488895. inhibition, % at 10 µM;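 active = mean replicate inhibition at least 50% and at least half of replicates individually reaching 50%; inconclusive = only one of the two criteria met; inactive = neither criterion met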;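 note: exported cargo escapes ClpAP degradation while cytoplasmic cargo is degraded and loses fluorescence; 0% = median of neutral control wells and 100% = median of NaSCN control wells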
# Ecoli viability – bacterial growth inhibition, counter-screen for AddAB inhibitors. E. coli V3065 growth, OD600 absorbance, 18 h. inhibition, % at 11.9 µM. 330,000 compounds, 0.27% hits. AID 449728;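 active = inhibition above the campaign's mean inhibition across all tested compounds plus 3 SD, cut at about 9.9% in these data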;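 note: uninfected addAB+ strain grown without phage in ampicillin broth; 0% = DMSO wells and 100% = ciprofloxacin 0.95 µg/ml wells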
# Wnt bcat act – activates Wnt/beta-catenin signaling in a reporter cell assay; activator, plate reader; activation, % at 9.35 µM; 300,000 compounds, 1.2% hits; AID 743398; in the data active = activation above about 30%, passing the limit was not always enough; inconclusive = no clear call, values can overlap the other calls;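 note: 0% = neutral control wells and 100% = positive control wells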
# PvdQ inh – blocks Pseudomonas aeruginosa PvdQ acylase activity; purified PvdQ acylase, fluorescence plate reader; inhibition, % at 10 µM; 340,000 compounds, 0.063% hits; AID 488965; in the data active = inhibition above about 30%, passing the limit was not always enough; inconclusive = no clear call, values can overlap the other calls;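 note: 0% = vehicle neutral wells and 100% = reference inhibitor wells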
# CAL PDZ inh – blocks peptide binding to human CAL PDZ domain; Q9HD26; inhibition, % at 20 µM; 330,000 compounds, 0.02% hits; purified CAL PDZ, TMR-peptide fluorescence polarization, 1 h;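 active = highest replicate inhibition of at least 40%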;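 note: plate controls were DMSO neutral control wells for no effect and unlabeled competitor peptide control wells for full effect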
#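 Test system: tagged CAL PDZ domain / Buffer or medium: sodium phosphate/NaCl buffer pH 7.4 with TCEP, IgG, Thesit / Reagent: TMR-labelled reporter peptide T*-PRC34 bound in PDZ groove / Compound dosing: single point, 20 µM / Schedule: 1 h incubation at room temperature before polarization reading / Technique: fluorescence polarization (mP) / Benchmarks: unlabelled peptide, DMSO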
# Rtt109 Vps75 – inhibitors of Candida albicans Rtt109/Vps75 histone acetyltransferase; purified Rtt109/Vps75, ThioGlo CoA-SH fluorescence, 4 h; inhibition, % at 34.9 µM; 330,000 compounds, 0.16% hits; AID 540336;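 active = inhibition of at least 50% in every replicate; inconclusive = best replicate reaches 50% inhibition but some replicates fall short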
# Target sequence (Q5AAJ8 whole entry, looked up): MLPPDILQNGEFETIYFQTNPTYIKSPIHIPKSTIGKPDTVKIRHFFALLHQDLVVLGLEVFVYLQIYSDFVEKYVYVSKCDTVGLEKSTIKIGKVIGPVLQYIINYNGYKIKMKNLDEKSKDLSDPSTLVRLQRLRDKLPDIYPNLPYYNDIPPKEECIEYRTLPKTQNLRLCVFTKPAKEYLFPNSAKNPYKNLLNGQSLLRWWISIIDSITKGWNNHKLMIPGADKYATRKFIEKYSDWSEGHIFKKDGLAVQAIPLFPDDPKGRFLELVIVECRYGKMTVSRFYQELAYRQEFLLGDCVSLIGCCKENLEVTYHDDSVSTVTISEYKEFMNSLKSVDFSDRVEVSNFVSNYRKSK
# phage Ecoli inh – E. coli growth loss with phage present; 360,000 compounds, 0.26% hits; inhibition, % at 11.9 µM; growth absorbance; in the data active = inhibition above about 11%
# AddAB inh – less growth of phage-infected E. coli with AddAB; E. coli expressing H. pylori AddAB, absorbance growth; inhibition, % at 11.9 µM; 330,000 compounds, 0.29% hits; AID 435030; in the data active = inhibition above about 12%;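 note: 0% = vehicle wells of infected cells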
# PfHsp90 yeast 2 – growth inhibition of yeast expressing Plasmodium Hsp90; inhibition, % at 9.4 µM; 310,000 compounds, 0.32% hits; S. cerevisiae expressing PfHsp90, BacTiter-Glo ATP, 48 h; yeast lacking PDR1 and PDR3 efflux regulators;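 active = every replicate shows inhibition above about 80%, whatever the replicate mean, limit read from the data; inconclusive = mean inhibition reaches the set limit but some replicate falls short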;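 note: 0% = DMSO neutral controls and 100% = 20 µM radicicol positive controls; yeast relying on Plasmodium falciparum Hsp90 in place of its own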
# Active calls of the source: *; ? = inconclusive; . = not tested or not shown.
Molecule,DAGLB inhibitor,PvdQ inh,Rtt109 Vps75,PfHsp90 yeast 2,Tat export inh,AddAB inh,Ecoli viability,phage Ecoli inh,Wnt bcat act,CAL PDZ inh
C=CCn1c(=O)c(C(=O)NCCc2ccccc2)c(O)c2ccccc21,-24.1,-3.2,-4.4,-17.5,6.8,10.0,13.4*,13.2*,-2.1,-2.2
Cc1ccc(Nc2c(-c3ccccc3O)nc3cnccn23)cc1,-1.9,4.5,-3.9,-1.9,3.9,5.2,2.6,3.9,-0.6,0.3
COc1cccc(C(=O)Nc2cc(C)ccc2NC(=O)COc2ccccc2)c1,0.6,-12.8,5.9,3.5,-6.6,-1.1,-0.8,2.7,.,-2.7
Cc1c(CCOC(=O)C23CC4(C)CC(C)(CC(C)(C4)C2)C3)sc[n+]1CC(=O)c1ccccc1,5.0,-10.3,-6.1,-21.4,4.0,-0.2,-2.0,7.9,-1.9,-2.0
COc1ccccc1N1CCN(CCCNC(=O)C2CCCN(c3ncnc4c3nc3n4CCCCC3)C2)CC1 (stereo unspecified),-1.3,-15.6,4.0,31.3,4.1,-0.1,-0.9,1.6,-3.8,-1.4
Cc1cc(=O)oc(C)c1C(=O)Nc1cnc2ccccc2c1,-1.8,-3.0,-32.2,12.5,-3.9,-0.2,-1.5,2.9,.,-1.5
COC(=O)c1cnc(NNC(=O)c2ccc([N+](=O)[O-])cc2)nc1C(F)(F)F,2.1,-2.4,-1.4,-4.0,-1.4,1.5,2.2,0.7,-0.5,0.0
O=C1C2C3C=CC(C3)C2C(=O)N1CNc1ccccn1 (stereo unspecified),-2.6,-12.0,0.0,12.3,-0.5,3.0,2.4,2.5,.,-0.8
Fc1ccc(/C=N/Nc2nc3ccccc3[nH]2)cc1F,-0.4,-6.5,7.3,29.5,-8.1,3.8,-1.8,1.6,6.9,0.6
COc1ccc(NC(=O)c2cn(C)c(=O)c3cc(OC)c(OC)cc23)c(OC)c1,-0.6,-10.2,10.9,-12.0,-4.6,-3.0,-1.0,-0.2,1.1,0.0
Cc1nc2ccccc2nc1N1CCCC1,-0.8,-1.6,2.7,11.6,-4.3,0.8,-2.1,1.4,13.3,0.0
CCc1ccc(NS(=O)(=O)c2ccc3oc(=O)ccc3c2)cc1,0.5,-18.9,-4.5,-1.0,12.2,2.5,1.3,0.9,-1.0,-1.4
Cc1ccc(-c2c(C)sc3nc(CN4CCN(CC(=O)NC5CC5)CC4)[nH]c(=O)c23)cc1,1.1,-13.6,-1.7,4.6,-5.8,0.6,-3.3,0.7,2.1,-0.6
O=c1cc(NCc2ccco2)[nH]c(=O)n1-c1ccc(Br)cc1,4.6,-9.6,-12.9,5.8,-5.0,0.6,-1.2,-0.1,3.6,0.3
COc1ccccc1N1CCN(C(=O)CCCn2c(=O)[nH]c3ccsc3c2=O)CC1,-2.0,1.5,-0.8,-0.5,-1.0,-0.2,0.2,2.1,-2.0,0.3
COc1ccc(-c2nc(CN3CCC(C(=O)NC4CC4)CC3)c(C)o2)cc1OC,0.9,-16.1,-0.5,5.9,-0.3,-0.6,0.2,2.0,-3.5,-0.5
O=C(Cn1ncc2c([nH]c3ccccc32)c1=O)NCCCN1CCN(c2ccccc2)CC1,0.3,-11.3,-7.7,-8.9,3.2,1.0,0.0,1.5,-0.9,-1.0
O=C(CSc1nnnn1-c1ccc2c(c1)OCCO2)Nc1nc2c(s1)CCCC2,1.2,0.4,-12.8,12.8,1.3,1.3,1.6,4.5,-0.6,-2.5
Cc1cc(OCc2cc(C(=O)N3CCC(Oc4cccnc4)CC3)no2)cc(C)c1Cl,0.3,-15.8,8.3,-2.4,15.6,-1.8,-3.2,0.1,0.8,-3.1
CSC1=NCCN1C(=O)c1ccc(S(=O)(=O)N2CCCC2)cc1,0.2,9.9,-11.1,2.1,-1.7,5.3,-0.4,0.9,1.9,-0.1
CCC(CC)c1nnc(NC(=O)c2cccc(S(=O)(=O)N3CCc4ccccc43)c2)s1,4.3,-14.9,-3.2,6.0,4.3,3.5,-0.4,1.2,-4.5,-2.8
CC(C)(C)c1ccc2c(c1)C(=O)c1ccccc1C2=O,-7.3,-5.7,1.8,-24.4,-6.1,6.8,4.2,3.2,?,-2.2
CC(=O)Nc1ccc(C(=O)CN2C(=O)NC3(CCOc4ccccc43)C2=O)c(F)c1 (stereo unspecified),-0.2,-1.6,3.3,-6.3,-3.2,-0.9,1.9,1.9,1.6,-1.0
O=C(O)C1CC=CCC1C(=O)NCCc1csc(-c2ccccc2)n1 (stereo unspecified),2.0,-3.7,-4.2,-10.8,-3.2,-1.4,2.8,4.8,8.7,-1.0
CC(OC(=O)Cc1ccc(Cl)cc1)C(=O)NCCC1=CCCCC1 (stereo unspecified),0.5,-11.1,-1.6,-12.0,1.7,4.5,0.9,3.4,-2.9,-6.1
CC(=O)Oc1cccc(/C=c2\sc3nc(-c4ccco4)nn3c2=O)c1,0.2,-15.5,2.7,-2.0,-8.7,3.1,-0.6,1.4,.,.
Cc1ccc(C(=O)NC2CC(=O)N(c3ccc4c(c3)OCCO4)C2)cc1[N+](=O)[O-] (stereo unspecified),1.4,-27.4,-0.3,18.4,-1.6,-1.8,0.0,3.4,-5.9,-0.2
CCOC(=O)C1CCN(C(=O)c2cccnc2Cl)CC1,-1.9,-14.6,-1.7,12.2,2.7,2.7,2.8,0.5,.,0.0
Cc1ccc(/C=C/c2nnc(-c3ccccc3)o2)cc1,-21.7,10.7,40.0,7.3,-0.1,0.3,-0.7,1.3,.,-2.4
N/C(=N\OC(=O)Cc1ccccc1)c1ccc(Br)cc1,-18.4,-15.2,-0.6,-39.8,7.2,0.4,1.2,3.2,8.6,-0.3
Fc1ccc(CCN2CCN=C2Nc2ccccc2)cc1,2.9,-15.9,-7.8,2.0,1.3,2.2,0.0,3.3,1.0,-0.3
O=C(Nc1ccnn1C1CCNCC1)c1ccc2c(c1)OCO2,3.2,-3.6,?,-7.9,2.2,.,.,1.9,3.2,0.4
CC(C)c1ccc(NC(=O)CCN2C(=O)[C@@H]3Cc4ccccc4CN3C2=O)cc1,1.1,-4.6,-9.1,4.8,1.7,2.7,0.2,1.1,-0.3,-1.3
Cc1cc2nc3ccc(=[N+](C)C)cc-3sc2cc1N,2.9,-12.1,39.5,49.0,-69.0,.,.,.,.,4.1
C=CCN1C(=O)C(Cc2ccc(OCC)cc2)SC1=Nc1ccc(C(=O)O)cc1 (stereo unspecified),4.0,-13.1,2.7,-13.2,0.2,1.6,1.0,2.8,-2.4,-1.0
CCCc1nn(C)c2c(=O)[nH]c(-c3cc(S(=O)(=O)Nc4ccc(NC(C)=O)cc4)ccc3OCC)nc12,-1.5,-8.9,7.3,-14.0,-2.7,-2.5,-1.5,-3.0,-2.2,-5.2
Clc1ccc(CN2CCc3c([nH]c4ccccc34)C2)cc1Cl,-17.6,-8.9,-3.3,-15.6,-0.8,5.1,0.2,3.2,-10.2,0.1
CSc1nc(O)c(C(c2ccc(O)cc2)c2c(O)nc(SC)[nH]c2=O)c(=O)[nH]1,-3.1,-14.8,6.5,29.1,2.4,1.5,1.3,4.4,-1.3,-0.1
CCNc1nc(NCC)nc(C(=O)OCCO)n1,-2.4,-13.3,-9.3,-14.3,-5.5,-0.6,1.5,1.9,-2.3,-1.3
Cc1ccccc1CN(C)C(=O)COC(=O)c1ccc2[nH]c(C)c(C)c2c1,0.4,-11.9,-0.9,13.6,-2.3,-1.4,1.9,1.0,-1.7,0.0
CN(C)c1ncnc2c1ncn2C1CCCO1 (stereo unspecified),-0.9,-7.0,-1.2,-0.7,-3.4,.,.,4.3,-1.5,0.7
CC1(C)CC(=O)C(C(=O)c2ccccc2)C(=O)C1,-0.6,-6.3,-10.4,-17.4,-6.3,0.3,0.9,0.6,2.2,-0.4
Cc1nc(C)c(-c2ccc(SCC(=O)Nc3cccc(Cl)c3C)nn2)s1,-2.2,-22.6,12.0,-35.3,-3.9,-1.0,2.4,1.2,2.2,-2.2
O=C(O)c1ccccc1C(=O)NCc1ccccc1,-2.2,-17.1,6.0,-5.4,-2.9,3.2,1.3,1.0,.,-0.7
O=C(CCC1CCCC1)NNC(=O)COc1ccc(Br)cc1,-2.4,-15.6,-14.3,-2.6,2.5,-0.8,-0.4,1.6,0.4,-0.5
CCc1[nH]c(=S)c(C#N)c2c1CCCC2,-3.1,9.1,6.9,0.0,15.4,1.8,2.0,0.4,.,-0.4
Cc1ccc(-c2cc(C(=O)N/N=C/c3ccccc3)n[nH]2)o1,-0.4,-10.7,16.0,-9.4,4.2,-0.2,-2.4,1.8,5.5,-4.7
O=C(NCc1ccc(Cl)cc1)c1ccc(Br)o1,-2.8,9.9,-4.5,2.4,-1.4,3.5,4.0,5.7,0.9,-1.0
O=C(Cc1ccc([N+](=O)[O-])cc1)N1N=C(C2CC2)CC1(O)C(F)(F)F (stereo unspecified),-0.7,-11.2,-3.6,-52.0,-6.1,-0.5,-0.6,3.4,-2.2,-0.6
NNC(=O)CNC(=O)C12CC3CC(CC(C3)C1)C2,-0.1,-0.9,2.3,-27.9,0.3,-1.8,0.7,1.9,-2.6,-0.2
CC1=C(C(=O)OC(C)C)C(c2ccccn2)n2ncnc2N1 (stereo unspecified),-0.9,-13.0,2.6,-9.5,-10.9,1.2,-0.4,1.4,-4.1,-1.1
Nc1nc(SCC(=O)N2N=C(c3ccc(Cl)cc3)CC2c2ccco2)n[nH]1 (stereo unspecified),2.5,-13.1,-4.5,18.9,4.3,2.1,1.9,0.2,0.5,-2.4
CNC(=O)CCCCC(=O)N/N=C/c1ccc(Cl)cc1Cl,1.0,-13.8,-11.3,-0.4,-5.4,-0.7,-0.8,-0.6,-1.4,-0.5
COc1ccc(NC(=O)C2COc3ccccc3O2)cc1 (stereo unspecified),-4.9,2.8,-3.8,-2.6,-2.2,2.3,0.9,1.4,3.7,-0.3
COc1cc(OC)cc(C(=O)N2CCN(c3ncccn3)CC2)c1,0.2,-7.7,-14.1,-10.0,-0.6,2.2,1.8,0.7,.,-0.8
CC(C)(C)CC(=O)OCC(=O)Nc1cc(C(C)(C)C)nn1-c1ccccc1,-4.1,-9.7,-6.7,-1.8,15.8,-0.2,-4.2,2.2,.,0.2
C[n+]1cnc(-c2ccccc2)cc1-c1ccccc1,0.3,9.9,8.2,14.5,3.5,2.2,-2.0,4.4,-2.6,0.1
Cc1cc(C)c2nc(NNC(=O)c3ccc(S(=O)(=O)N4CCCCC4)cc3)sc2c1,-3.4,-11.5,1.2,13.3,-3.0,2.7,2.4,8.3,2.9,0.1
